Compound activity (PubChem)
Bim-Bfl-1 – human Bim-Bfl-1 interaction inhibition | Bead-based flow cytometry, Bim-Bfl-1 binding inhibition | inhibition, % at 10 µM | Q16548 | 0.12% of 190,000 active;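 also: 0% = wells without compound plus tracer and 100% = blocker peptide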
Mcl1-Bid inh – disrupts binding of human Mcl-1 to Bid peptide; Q07820; TR-FRET Mcl-1/Bid-Dy647 peptide binding, 1536-well; 0.97% of 220,000 active; AID 1021; inhibition, % at 21.7 µM;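 active = compounds that cut the binding signal by more than half at the single screening dose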;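 also: His-tagged Mcl-1 with europium anti-His antibody binding Bid BH3 peptide; 0% = Mcl-1 plus peptide wells and 100% = peptide-only wells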
Mcl1-Noxa inh – Mcl-1/Noxa interaction inhibition. Q07820. TR-FRET Mcl-1/Noxa peptide binding, 2 h. inhibition, % at 21.7 µM. 1.5% of 220,000 active;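 active = compounds that cut the protein-peptide binding signal by more than 50% relative to plate controls in a single-dose test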;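 also: His-tagged Mcl-1 with rhodamine Noxa BH3 peptide and terbium anti-His antibody; 0% = Mcl-1 plus Noxa peptide wells and 100% = peptide-only wells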
Bim-Bcl-B – human Bim-Bcl-B interaction inhibition; inhibition, % at 10 µM; AID 951; bead-based flow cytometry, Bim peptide-Bcl-B binding; 0.073% of 190,000 active; Q9HD36;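 also: 0% = tracer peptide without compound and 100% = reference inhibitor peptide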
Target sequence (Q9HD36 whole entry, looked up): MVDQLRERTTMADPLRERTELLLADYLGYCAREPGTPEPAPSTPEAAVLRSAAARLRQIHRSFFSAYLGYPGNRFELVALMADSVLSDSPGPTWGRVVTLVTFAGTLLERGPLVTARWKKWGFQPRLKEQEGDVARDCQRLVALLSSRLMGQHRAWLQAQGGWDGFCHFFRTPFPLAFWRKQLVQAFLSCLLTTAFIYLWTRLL
Mcl-1 Bim block – disrupts Bim peptide binding to human Mcl-1 | Bead-based flow cytometry, Bim peptide-Mcl-1 binding | inhibition, % at 10 µM | 0.1% of 190,000 active | AID 1009;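 also: 0% = no compound tracer wells and 100% = peptide blocker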
RGS7-Gao reg – modulates binding of RGS7 to human Galphao; Multiplexed bead flow cytometry; actives lie on both sides; binding response (% of control), % at 10 µM; 0.35% of 220,000 active; AID 1439; in the data active = binding response below about 49% or above about 150%; inconclusive = no clear call, values can overlap the other calls; inactive = in between;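 also: fluorescent Galphao held in activated GDP-AlF4 state binding bead-coupled RGS7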
RGS8-Gao reg – modulates binding of RGS8 to human Galphao; multiplexed bead flow cytometry; actives lie on both sides; response (percent of control binding), % at 10 µM; 0.34% of 220,000 active; AID 1423; in the data active = response below about 60% or above about 140%; inactive = in between;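 also: Galphao activated as the GDP aluminium fluoride complex binding bead-coupled RGS8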
Bcl-W Bim block – human Bim-Bcl-W interaction inhibition; Q92843; bead-based flow cytometry, Bim peptide-Bcl-W binding; inhibition, % at 10 µM; 0.02% of 190,000 active;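 also: 0% = bound tracer without compound and 100% = peptide blocker; higher means less fluorescent Bim peptide bound to Bcl-W beads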
Target sequence (Q92843 whole entry, looked up): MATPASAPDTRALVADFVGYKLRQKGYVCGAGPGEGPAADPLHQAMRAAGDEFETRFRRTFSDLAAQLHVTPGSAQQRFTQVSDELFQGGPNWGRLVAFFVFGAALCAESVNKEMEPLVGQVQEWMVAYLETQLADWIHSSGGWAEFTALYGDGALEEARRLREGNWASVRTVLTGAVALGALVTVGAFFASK
Bim-Bcl-2 – disrupts Bim peptide binding to human Bcl-2; inhibition, % at 10 µM; 0.06% of 190,000 active; Bead-based flow cytometry, Bim peptide-Bcl-2 binding; AID 950; in the data active = inhibition above about 40%; inconclusive = no clear call, values can overlap the other calls;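 also: 0% = no compound wells with probe peptide and 100% = reference peptide inhibitor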
Target sequence (P10415 whole entry, looked up): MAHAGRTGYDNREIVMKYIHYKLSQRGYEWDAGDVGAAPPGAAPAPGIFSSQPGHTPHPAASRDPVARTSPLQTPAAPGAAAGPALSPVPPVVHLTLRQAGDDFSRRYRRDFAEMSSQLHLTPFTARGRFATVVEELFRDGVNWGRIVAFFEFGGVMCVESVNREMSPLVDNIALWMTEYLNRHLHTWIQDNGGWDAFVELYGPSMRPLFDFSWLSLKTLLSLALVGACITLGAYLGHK
RGS4-Gao reg – modulates binding of RGS4 to human Galphao | 0.33% of 220,000 active | binding response (% of control), % at 10 µM | P09471 | Multiplexed bead flow cytometry; actives lie on both sides | AID 1415; in the data active = binding response below about 49% or above about 150%; inactive = in between;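 also: fluorescent Galphao activated with aluminum fluoride binding bead-coupled RGS4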
Bim-Bcl-XL – disrupts Bim peptide binding to human Bcl-XL | Q07817 | bead flow cytometry, fluorescence | inhibition, % at 10 µM | 0.04% of 190,000 active
Target sequence (Q07817 whole entry, looked up): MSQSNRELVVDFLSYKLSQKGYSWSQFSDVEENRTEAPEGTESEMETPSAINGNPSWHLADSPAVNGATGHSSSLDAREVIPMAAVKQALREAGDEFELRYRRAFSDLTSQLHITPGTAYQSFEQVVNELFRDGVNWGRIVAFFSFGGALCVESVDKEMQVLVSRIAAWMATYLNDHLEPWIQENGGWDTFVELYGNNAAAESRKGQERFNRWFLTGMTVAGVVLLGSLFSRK
An asterisk follows results filed as active; ? = inconclusive; · = no result given. Rule as the data show it, unless noted: active = inhibition above about 40%. Rows are unselected; overall some 2.7% were active at least once.

Results follow in this order: Bim-Bfl-1 | Mcl1-Bid inh | Mcl1-Noxa inh | Bim-Bcl-B | Mcl-1 Bim block | RGS7-Gao reg | RGS8-Gao reg | Bcl-W Bim block | Bim-Bcl-2 | RGS4-Gao reg | Bim-Bcl-XL
CC(Sc1nc2ccccc2n1C)C(=O)NC(c1ccccc1)c1ccccc1 (configuration not stated)
    2 | 3 | 25 | 3 | 2 | 106 | 105 | 2 | 2 | 104 | 1
CCOC(=O)N1CCN(C(=O)CN(c2cccc(C(F)(F)F)c2)S(=O)(=O)c2ccccc2)CC1
    -1 | -3 | 4 | -3 | -4 | 105 | 110 | -3 | -7 | 102 | -3
COc1ccc(/C=C2\S/C(=N/S(=O)(=O)c3cccs3)NC2=O)cc1
    -4 | -18 | 15 | -1 | 0 | 97 | 101 | 0 | -2 | 102 | 0
O=C(CN(Cc1ccccc1F)S(=O)(=O)c1ccc(Cl)cc1)NCCCO
    -5 | -7 | 3 | -6 | -3 | 102 | 87 | -5 | -7 | 79 | -5
CC(C)CNC(=O)C(=O)NCc1ccccc1
    -4 | -15 | 16 | -3 | 0 | 92 | 100 | 0 | 0 | 101 | -1
CCOc1ccc(C(=O)n2cnnc2N)cc1
    · | -8 | 4 | · | · | ? | 90 | · | · | 86 | ·
O=C(NCCCN1CCOCC1)c1cc2c(s1)CSC2
    0 | -32 | 25 | 5 | 0 | 113 | 135 | 0 | 0 | 114 | 0
CCCC(=O)C1=C(O)C(C(=O)OC)C(C)(C)CC1=Nc1ccncc1 (configuration not stated)
    -8 | -20 | -10 | -6 | -1 | 102 | 104 | 3 | -5 | 104 | 12
COc1ccc(/C=N/NC(=O)C2c3ccccc3Oc3ccccc32)c(OC)c1
    -1 | 4 | 12 | -1 | 1 | 99 | 103 | 0 | 2 | 99 | 0
COc1ccc(/C=C/C(=O)c2cc(Br)ccc2OC(=O)c2ccco2)cc1OC
    5 | 2 | 23 | -25 | -1 | 97 | 85 | 0 | 3 | 96 | 2

In another format: results already given.
Bim-Bfl-1,Mcl1-Bid inh,Mcl1-Noxa inh,Bim-Bcl-B,Mcl-1 Bim block,RGS7-Gao reg,RGS8-Gao reg,Bcl-W Bim block,Bim-Bcl-2,RGS4-Gao reg,Bim-Bcl-XL,SMILES
-4,-15,16,-3,0,92,100,0,0,101,-1,CC(C)CNC(=O)C(=O)NCc1ccccc1
·,-8,4,·,·,?,90,·,·,86,·,CCOc1ccc(C(=O)n2cnnc2N)cc1
0,-32,25,5,0,113,135,0,0,114,0,O=C(NCCCN1CCOCC1)c1cc2c(s1)CSC2
-8,-20,-10,-6,-1,102,104,3,-5,104,12,CCCC(=O)C1=C(O)C(C(=O)OC)C(C)(C)CC1=Nc1ccncc1 (configuration not stated)
-1,4,12,-1,1,99,103,0,2,99,0,COc1ccc(/C=N/NC(=O)C2c3ccccc3Oc3ccccc32)c(OC)c1
5,2,23,-25,-1,97,85,0,3,96,2,COc1ccc(/C=C/C(=O)c2cc(Br)ccc2OC(=O)c2ccco2)cc1OC

More compounds follow:
Results follow in this order: Bim-Bfl-1 | Mcl1-Bid inh | Mcl1-Noxa inh | Bim-Bcl-B | Mcl-1 Bim block | RGS7-Gao reg | RGS8-Gao reg | Bcl-W Bim block | Bim-Bcl-2 | RGS4-Gao reg | Bim-Bcl-XL
CSc1nnnn1-c1ccc(C)c(Cl)c1
    0 | 1 | -18 | -8 | -5 | 84 | 92 | -6 | -2 | 83 | -7
COc1cc(/C=N/Nc2nc(=O)[nH]nc2C)ccc1O
    · | -136 | 0 | · | · | ? | 98 | · | · | 101 | ·
O=C(Nc1ccc2[nH]c(=O)[nH]c2c1)C(F)(F)F
    -4 | -27 | 13 | -2 | 2 | 92 | 98 | 2 | -1 | 93 | 0
O=C(NC1CC1)C1=C[C@@H](c2csc3ccccc23)C[C@@H](OCc2ccc(CO)cc2)O1
    -5 | -9 | 2 | -2 | -1 | 101 | 97 | 0 | 0 | 92 | -1
O=C(Nc1ccccc1)C1=C(O)CC(c2ccoc2)CC1=Nc1ccccc1 (configuration not stated)
    -10 | -8 | 22 | -12 | -3 | 100 | 102 | 1 | -10 | 101 | -6
CNS(=O)(=O)c1cccc(C(=O)OCC(=O)Nc2ccc(-c3nc4ccc(C)cc4s3)cc2)c1
    -9 | 16 | 3 | -5 | -1 | ? | 99 | -6 | -8 | 100 | -5
CC(C)OC(=O)CN1C(=O)S/C(=C/c2ccc(N3CCCCC3)o2)C1=O
    16 | -14 | 28 | -12 | -8 | 130 | 90 | -1 | -2 | 114 | -6
Nc1nc(CCl)nc(Nc2ccccc2)n1
    -3 | -9 | 6 | -6 | -5 | 91 | 92 | -2 | -3 | 92 | -2
COC(=O)Cn1ncc2c3ccccc3n(Cc3ccccc3)c2c1=O
    -8 | 6 | 7 | -10 | 0 | 97 | 103 | 1 | -9 | 100 | -12
O=C(CCCCCn1c(=O)[nH]c2ccccc2c1=O)NCCCN1CCN(c2ccccc2F)CC1
    2 | -7 | 7 | 0 | 0 | 97 | 103 | 1 | 1 | 99 | 1
CCOc1cc(N2CCOCC2)c(OCC)cc1NC(=O)CN1C(=O)NC(Cc2ccccc2)C1=O (configuration not stated)
    -8 | -24 | -8 | -10 | -3 | 103 | 103 | -2 | -6 | 107 | -8
CCN(CC)S(=O)(=O)c1ccc(NC(=O)c2nc3nc(C)cc(C)n3n2)cc1
    · | -18 | 4 | · | · | ? | 98 | · | · | 100 | ·
O=C(c1ccc(Br)o1)N1CCCc2ccccc21
    0 | -7 | -5 | -1 | -3 | 96 | 99 | -2 | -9 | 95 | -4
O=C(c1cc(-c2ccc(Cl)cc2)n(-c2cc(Cl)ccc2Cl)n1)N1CCOCC1
    -14 | -18 | 4 | -8 | -2 | 103 | 103 | -1 | -15 | 102 | -5
c1ccc(COCCN2CCN(CCOCc3ccccc3)CC2)cc1
    -10 | 8 | 9 | -7 | -2 | 97 | 102 | 2 | -9 | 101 | -1
COc1ccc(-c2cc(C(F)(F)F)nc(N3CCN(C)CC3)n2)cc1
    -3 | -4 | 13 | -3 | -3 | 91 | 94 | -2 | -2 | 91 | -3
COc1ccc(S(=O)(=O)N(C)c2ccc(C(=O)N3CCCCC3)cc2)cc1OC
    · | -9 | -6 | · | · | ? | 98 | · | · | 96 | ·
CCCCCCCC(=O)N/N=C/c1ccncc1
    · | 19 | 35 | · | · | ? | 102 | · | · | 98 | ·
CCOC(=O)c1ccc(NC(=O)CN2C(=O)CCC2=O)cc1
    1 | -4 | 9 | -1 | -1 | 99 | 109 | 1 | 2 | 100 | -3
CC(=O)N1[C@H](C)C=C[C@]1(Cc1ccccc1)C(=O)NCc1cc(F)cc(C(F)(F)F)c1
    -2 | -5 | -4 | -3 | 3 | 102 | 100 | -3 | -2 | 102 | -4
COC(=O)c1ccc(COc2ccc(/C=C(\C#N)c3nc4ccccc4[nH]3)cc2OC)o1
    -9 | -35 | 5 | -10 | -3 | 97 | 100 | -1 | -8 | 100 | 0
Cc1nc(NCC2CCCO2)[nH]c(=O)c1CCC(C)C (configuration not stated)
    1 | -2 | -17 | 0 | -2 | 97 | 96 | -1 | -2 | 100 | -1
N#CCSc1nc2ccccc2c(=O)n1CC1CCCC1
    -8 | -6 | 17 | -5 | 1 | 104 | 104 | 0 | -1 | 106 | -2
O=S(=O)(c1ccccc1)c1nc(-c2ccccc2Cl)oc1NCCN1CCOCC1
    -13 | -40 | 2 | -10 | -2 | 97 | 99 | 0 | -8 | 96 | -4
C/C(=N\Nc1ccc(Cl)c(C(=O)O)c1)c1cccs1
    · | -27 | -1 | · | · | ? | 102 | · | · | 99 | ·
CCOC(=O)c1cccc(NC(=O)c2ccco2)c1
    8 | -31 | -4 | 6 | 6 | 99 | 98 | 6 | 8 | 101 | 4
CC(C)c1ccc(-c2nc(N3CCCCCC3)nc3n[nH]c(N)c23)cc1
    -4 | 22 | 21 | -3 | -2 | 101 | 99 | -2 | -5 | 103 | -7
O=C1CC(Cc2ccc(Cl)cc2)C(=O)N1c1ccccn1 (configuration not stated)
    -16 | -3 | -2 | -5 | -2 | 104 | 106 | -2 | -8 | 105 | -5
Cc1nn(C)cc1C(=O)Nc1c(C)nn(Cc2ccccc2Cl)c1C
    -1 | -11 | 2 | -8 | -4 | 100 | 99 | -4 | -1 | 99 | -3
CC(=O)N(c1ccc(C)cc1)C1C=CS(=O)(=O)C1 (configuration not stated)
    -5 | -5 | -11 | -2 | 2 | 112 | 106 | 6 | -4 | 109 | 2

(listing goes on)
smiles | Bim-Bfl-1 | Mcl1-Bid inh | Mcl1-Noxa inh | Bim-Bcl-B | Mcl-1 Bim block | RGS7-Gao reg | RGS8-Gao reg | Bcl-W Bim block | Bim-Bcl-2 | RGS4-Gao reg | Bim-Bcl-XL
COc1ccccc1NC(=O)C(NC(=O)OC(C)(C)C)C(C)OCc1ccccc1 (configuration not stated) | -3 | 8 | 19 | -5 | -3 | 83 | 95 | -2 | -3 | 87 | -3
Cc1ccc(S(=O)(=O)NCC2CCC(C(=O)NCCCOC(C)C)CC2)cc1 (configuration not stated) | -3 | 2 | 19 | -6 | -4 | 104 | 106 | -6 | -1 | 106 | -6
CCOc1cc(NS(=O)(=O)CC)c(OCC)cc1NC(=O)c1ccco1 | -23 | -11 | 11 | -11 | -6 | 101 | 105 | -6 | -12 | 106 | -9
CCCN(Cc1cc2cc(OC)ccc2[nH]c1=O)C(=O)c1ccncc1 | -10 | 23 | -1 | -2 | 2 | 102 | 103 | 1 | -1 | 103 | -3
COc1cc2nc(Cl)nc(N3CCOCC3)c2cc1OC | -4 | -16 | 3 | -4 | -1 | 100 | 104 | 1 | 0 | 104 | -1
Cc1c(Cl)cccc1NC(=O)CCN1CCCCCC1 | -9 | -10 | -5 | -6 | 0 | 105 | 103 | 2 | -7 | 104 | 3
COc1ccccc1NC(=O)NCC(c1ccco1)N1CCCCC1 (configuration not stated) | -2 | -16 | 5 | 0 | -3 | 105 | 102 | -1 | -2 | 106 | -2
NC(=O)CSc1nnc(CSc2ncccn2)n1-c1ccccc1 | -2 | -55 | 9 | -10 | -4 | 102 | 98 | 0 | -3 | 100 | -4
COc1ccc(NC(=O)c2nc[nH]c2C(=O)N(C)Cc2ccccc2)cc1 | · | -28 | -20 | · | · | ? | 101 | · | · | 102 | ·
Cc1nc(N)c(CC(Br)CBr)c(Cl)n1 (configuration not stated) | · | -15 | -1 | · | · | ? | 102 | · | · | 95 | ·
Cc1ccc(CC2C(=O)N(c3ccc(C)cc3)C(=O)C2C)cc1 (configuration not stated) | -1 | -5 | 12 | -4 | 2 | 96 | 101 | 4 | 0 | 101 | 3
COc1cc2c(cc1OC)C(c1ccc3c(c1)OCO3)CC(=O)N2 (configuration not stated) | -10 | 4 | 14 | -7 | 0 | 98 | 100 | -3 | -5 | 102 | -2
CCOC(=O)c1cc(NC(=O)/C=C\C(=O)O)ccc1Cl | -2 | -13 | 10 | 3 | 0 | ? | 100 | -1 | 4 | 101 | 0
O=C(COC(=O)c1ccccc1NC(=O)C1CC1)c1ccc2c(c1)OCCO2 | 4 | -14 | -1 | 1 | -3 | 99 | 103 | 0 | 4 | 100 | 0
O=c1[nH]c2ccc(NS(=O)(=O)c3ccc(Cl)cc3)cc2[nH]1 | -1 | -36 | 27 | -3 | -2 | 94 | 102 | 0 | -2 | 100 | 0
COC(=O)c1sccc1NC(=O)CNC(=O)c1ccccc1 | -4 | -3 | 4 | -5 | -1 | 99 | 104 | -3 | -2 | 103 | -3
